CaV13 FRET inh – Primary screen for inhibitors of IQ motif and Ca2+-dependent inactivation inhibitor domain binding in CACNA1D, Förster resonance energy transfer in living cells, …. HEK cells, CFP/YFP FRET ICDI-IQ, plate reader, 10 min; percent FRET-ratio fall versus neutral wells. AID 743397. actives 0.098% (n = 340,000). inhibition, % at 12.3 µM;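 active = mean replicate inhibition of at least 30% and at least 1% of replicates passing that level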;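 also: 0% = median of the neutral control wells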
* marks the source's active call; other numbers are inactive results. A portion of the library. The share of hits here may be higher or lower than overall.

SMILES	CaV13 FRET inh
O=C(c1cccnc1)N1CCC(c2nc3ccccc3[nH]2)CC1	-8
C[C@]12Cc3ccccc3C1CC1=N[C@@H](c3ccc(C(F)(F)F)cc3)O[C@@]13C[C@@H]2C(=O)N3C1CCN(Cc2ccccc2)CC1 (some centres undefined)	-18
COC(=O)C1=C(C)N(Cc2cccc(C(F)(F)F)c2)C(=NCc2ccc(C(F)(F)F)cc2)NC1c1ccc(Cl)cc1 (centres undefined)	-4
CN(C(=O)c1cccc(NC(=O)Cc2ccc(NC(=O)C3CCCN(C(=O)c4ccccc4)C3)cc2)c1)C1CC1 (centres undefined)	-5
CCCCOCC1CN(CCCC)S(=O)(=O)c2c(cccc2N2CCCCC2)O1 (centres undefined)	-10
Cc1ccc(S(=O)(=O)N2CCCc3nc(C)c(C)cc32)cc1	-4
CC(C)(C)S(=O)(=O)N1C[C@@H]2CC(=O)C=C2[C@H]1CCO	-5
CCN=C1NC(CCc2ccccc2)C(C(=O)OC)=C(C)N1Cc1ccc(C(F)(F)F)cc1 (centres undefined)	-4
C[C@H]1[C@H](c2ccccc2)Oc2cc(Br)ccc2S(=O)(=O)N1Cc1cccc(F)c1	-5
CCOC(=O)/C(=C\Nc1cccc(OCc2ccccc2)c1)NC(=O)c1ccccc1	-12
Cc1cc(N2CCN(C(=O)OC(C)(C)C)C[C@@H]2C)ccc1N1CCS(=O)(=O)CC1	-1
CC(=O)Nc1ccc(NC(=O)Cn2cc3c(n2)CCC(C)C3)cc1 (centres undefined)	-5
COC(=O)C1=C(C)N(Cc2cccc(C(F)(F)F)c2)C(=NCC2CC2)NC1c1cccc(C(F)(F)F)c1 (centres undefined)	-4
COC(=O)C1=C(C)N(Cc2ccccc2C(F)(F)F)C(=NCc2ccc(OC)cc2)NC1c1ccccc1 (centres undefined)	-3
Nc1nc2ncccc2cc1C(=O)NC1CC1	-3
CC(C)(C)c1ccc(C#C[C@@H]2C=C[C@@H](O)[C@@H](CO)O2)cc1	-6
O=C1c2[nH]nc(-c3ccccc3)c2C(c2ccccc2)N1c1ccccc1 (centres undefined)	-4
COc1ccc(S(=O)(=O)N2CCCc3nc(-c4ccccc4)ccc32)cc1	-4
CC(C)(C)S(=O)N1C[C@@H]2CC(=O)C(c3ccccc3)=C2[C@H]1CCO (some centres undefined)	-5
COCCNC(=O)c1c(N)[nH]c(C(=O)c2ccc(Br)cc2)c1-c1ccc(Br)cc1	-16
CCOC(=O)N(C)[C@H]1C[C@H]2c3[nH]c4c(-c5ccccc5)cccc4c3CCN2C(=O)[C@H]1[C@H](C)O	-4
COCCN1Cc2cc(C(=O)OC)c3c(c2C1=O)c1cc(OC)ccc1n3S(C)(=O)=O	-4
COC(=O)c1cc(=O)nc(NN=Cc2ccccc2O)s1	-13
O=S1(=O)N[C@@H](Cc2ccccc2)COc2cc(NCCCN3CCOCC3)ccc21	-3
CC(C)c1ccc(Oc2cccc3c2S(=O)(=O)N([C@H](C)c2ccccc2)C[C@@H](COCc2ccccc2)O3)cc1	-7
CCCCCCCCN1C(=O)[C@@H](CC(=O)NCc2ccccc2)C[C@@]2(C(=O)OC)C1=C[C@H](C1CCCC1)O[C@@H]2C	-5
COC(=O)C1=C(C)N(C)C(=NCc2cccc(C(F)(F)F)c2)NC1c1cccc(F)c1 (centres undefined)	-5
Nc1nc2c(ncn2[C@@H]2O[C@H](C(=O)NCCc3c[nH]c4ccccc34)[C@@H](O)[C@H]2O)c(=O)[nH]1	-4
COC(=O)C1=C(C)N(C)C(=NCc2ccc(OC)cc2)NC1c1ccc(F)cc1 (centres undefined)	-9
C=CCCC1CN(Cc2ccc(OC)cc2)S(=O)(=O)c2c(cccc2N2CCCCC2)O1 (centres undefined)	-7

By substructure, those above containing a CF3 group.
SMILES	CaV13 FRET inh
C[C@]12Cc3ccccc3C1CC1=N[C@@H](c3ccc(C(F)(F)F)cc3)O[C@@]13C[C@@H]2C(=O)N3C1CCN(Cc2ccccc2)CC1 (some centres undefined)	-18
COC(=O)C1=C(C)N(Cc2cccc(C(F)(F)F)c2)C(=NCc2ccc(C(F)(F)F)cc2)NC1c1ccc(Cl)cc1 (centres undefined)	-4
CCN=C1NC(CCc2ccccc2)C(C(=O)OC)=C(C)N1Cc1ccc(C(F)(F)F)cc1 (centres undefined)	-4
COC(=O)C1=C(C)N(Cc2cccc(C(F)(F)F)c2)C(=NCC2CC2)NC1c1cccc(C(F)(F)F)c1 (centres undefined)	-4
COC(=O)C1=C(C)N(Cc2ccccc2C(F)(F)F)C(=NCc2ccc(OC)cc2)NC1c1ccccc1 (centres undefined)	-3
COC(=O)C1=C(C)N(C)C(=NCc2cccc(C(F)(F)F)c2)NC1c1cccc(F)c1 (centres undefined)	-5

Going on with the list:
SMILES	CaV13 FRET inh
COc1ccccc1C(=O)N1CCN(C(=O)[C@H]2O[C@@H](n3cnc(C(N)=O)n3)[C@H](O)[C@@H]2O)CC1	-4
COCc1cc(N2CCNC[C@H]2C)ccc1N1CCN(Cc2ccccc2)[C@H](C)C1	-6
CCCCOCCCNC(=O)C[C@H]1C[C@@]2(C(=O)OC)C(=C[C@H](C(C)(C)C)O[C@@H]2C)N(Cc2ccccc2)C1=O	-8
C[C@H](O)[C@@H]1C(=O)N2CCc3c([nH]c4c(-c5ccccc5)cccc34)[C@@H]2C[C@@H]1N(C)C(=S)Nc1ccc(C#N)cc1	-4
CCCCCCCCN1C(=O)[C@@H](CC(=O)NCCCOCCCC)C[C@@]2(C(=O)OC)C1=C[C@H](C(C)(C)C)O[C@@H]2C	-9
Cc1cc2c(nc1C)CCCN2S(=O)(=O)c1ccc(F)cc1	-5
Cc1oc(-c2ccc(F)cc2)cc1-c1nn2c(-c3ccco3)nnc2s1	-8
CCOC(=O)C1CSCCS(=O)(=O)N1Cc1ccc(F)cc1F (centres undefined)	-3
COc1ccc(C(=O)c2[nH]c(N)c(C(=O)NCCc3c[nH]c4ccccc34)c2-c2ccccc2C(F)(F)F)cc1	-6
COC(=O)c1cc2c(c3c4cc(F)ccc4n(S(=O)(=O)c4cccc(C)c4)c13)C(=O)N(Cc1ccco1)C2	-5
CCN(Cc1ccccc1)C(=O)Nc1c(Cl)cccc1Cl	-4
Cc1ccc(-c2nc3c4ccccc4ccn3c2Cc2cccc(F)c2)cc1	-8
COC(=O)c1ccc2nc(-c3ccco3)c(Cc3ccccc3OC)n2c1	-7
CSc1nn(CCC#N)c(=O)[nH]c1=O	-10
COCc1[nH]nc2c1C(c1ccc(F)cc1)N(c1ccc(OC)cc1)C2=O (centres undefined)	-4

Looked up by compound from the list above, 3 records:
SMILES	CaV13 FRET inh
CCOC(=O)C1CSCCS(=O)(=O)N1Cc1ccc(F)cc1F (centres undefined)	-3
CCN(Cc1ccccc1)C(=O)Nc1c(Cl)cccc1Cl	-4
CCCCCCCCN1C(=O)[C@@H](CC(=O)NCCCOCCCC)C[C@@]2(C(=O)OC)C1=C[C@H](C(C)(C)C)O[C@@H]2C	-9

New compounds follow:
SMILES	CaV13 FRET inh
COc1ccc(-c2ccc(-c3noc(-c4ccc(OC)c(OC)c4)n3)c(OC)n2)cc1	-8
C[C@@H]1C=CCCO[C@]12C(=O)N(CC1CC1)c1ccccc12	-3
CC(C)C[C@H]1COc2c(Cl)cccc2S(=O)(=O)N1	-6
COc1ccc(-c2ccc3c(n2)CCCN3Cc2ccccc2C(F)(F)F)cc1	-5
CCc1c(-c2ccccc2F)ncn1CCc1ccccc1OC	-5
COCc1[nH]nc2c1C(c1ccc(C)cc1)NC2=O (centres undefined)	-3
CN(C)c1cccc2c(S(=O)(=O)NCC3CCN(C(=O)C(=O)c4cc5ccccc5o4)CC3)cccc12	-11
C[C@H]1CN(S(=O)(=O)C(C)(C)C)[C@@H](CCO)/C1=C\CCO	-5
CC(C)(C)c1ccc(C#C[C@@H]2C=C[C@H](O)[C@@H](COC(=O)Nc3ccccc3)O2)cc1	-4
CC(=O)CC(=O)O[C@@H]1C=C[C@H](NC(=O)OC(C)(C)C)C1	-10
COC(=O)C1=C(C)N(Cc2ccc(C(F)(F)F)cc2)C(=NCc2ccccc2C(F)(F)F)NC1c1ccccc1 (centres undefined)	-4
CC(C=NN=C1C(=O)Nc2ccccc21)=Cc1ccccc1	-4
COC(=O)C1=C(C)N(C)C(=NCc2cc(OC)c(OC)c(OC)c2)NC1c1cccc(F)c1 (centres undefined)	-10
Cc1cc(N2CCN(CC(C)(C)O)C[C@@H]2C)ccc1N1CCN(Cc2ccccc2)[C@@H](C)C1	-7
O=C(NN=Cc1ccccc1Cl)C(=O)Nc1cccc(C(F)(F)F)c1	-4
Cc1cc(N2CCN(C(=O)OC(C)(C)C)C[C@H]2C)ccc1N1C[C@@H](C)O[C@@H](C)C1	-6
CCCCc1c(-c2ccccc2OC)ncn1Cc1ccc(C(C)(C)C)cc1	-5
Cc1ccc2c(c1)-n1c(nc3ccccc3c1=O)C(CC(C)C)NC2=O (centres undefined)	-10
CCOC(=O)C1=C(C(=O)OCC)C2N(Cc3ccc(C#N)cc3)c3ccccc3[C@@]23C[C@@H](C(=O)OC)N(S(=O)(=O)c2c(C)noc2C)C3=N1 (some centres undefined)	-8
CCCc1cc2c(O)ccc(O)c2c(=O)o1	-3
CCOC(=O)N[C@H](C(=O)N1CCC[C@H]1C(=O)NC1CCCC1)c1ccccc1	-3
CN1C(=O)[C@@]2(O[C@H]3[C@H]4C=C[C@@H]([C@H]5C(=O)N(Cc6ccccc6)C(=O)[C@@H]45)N3C3=C2C(=O)CC3)c2ccccc21	-12
CCOC(=O)N[C@H](C(=O)N1CCC[C@H]1C(=O)NC1CCCC1)C1CCCCC1	-2
CCNC(=O)OC[C@H]1O[C@H](C#Cc2ccc(C(C)(C)C)cc2)C=C[C@H]1OC(C)=O	-5
CC(C)S(=O)(=O)N[C@@H]1c2cc3c(cc2[C@H](c2ccccc2)[C@H]1C)OCO3	-3
CNC(=O)c1ccccc1C1(O)c2ccccc2CCc2ccccc21	-9
COCc1cc(N2CCNC[C@H]2C)ccc1N1C[C@@H](C)O[C@@H](C)C1	-9
C[C@H](O)[C@@H]1CN2CCc3c([nH]c4c(-c5ccccc5)cccc34)[C@@H]2C[C@@H]1N(C)C(=S)NCCc1ccccc1	-5
COc1ccc(-c2nnn3c2C2c4cc(-c5cccc(F)c5)ccc4CCN2C(=O)C3)cc1 (centres undefined)	-5
CN1OC[C@@H]2CN3C(=Nc4cc(C(F)(F)F)cc(C(F)(F)F)c4)Sc4ccccc4[C@@H]3C[C@@H]21	-4
COc1cc(N2CCC(O)CC2)ccc1Nc1cc(Nc2ccccc2S(=O)(=O)C(C)C)c2cc[nH]c2n1	-7
O=[N+]([O-])c1ccc(SN2CCCCC2)c([N+](=O)[O-])c1	-9
COC(=O)C1=C(C)N(Cc2ccc(C(F)(F)F)cc2)C(=NCc2ccc(C(F)(F)F)cc2)NC1c1ccccc1C(F)(F)F (centres undefined)	-2
CCC1CCCCN1C(=S)NN=C(C)c1ccccn1 (centres undefined)	-10
C#CCN1C(=O)[C@]2(OCCC=C[C@H]2C)c2cc(OC)ccc21	-5
C[C@H](CO)N1C[C@H](C)[C@H](CN(C)Cc2cccc(F)c2)Oc2ncc(C3=CCCC3)cc2C1=O	-6
Nc1[nH]c(C(=O)c2ccc(Br)cc2)c(-c2ccc(Cl)cc2Cl)c1C(=O)NCCc1c[nH]c2ccccc12	-7
C#CCNC(=O)C[C@H]1C[C@@]2(C(=O)OC)C(=C[C@H](COCc3ccccc3)O[C@@H]2C)N(CCC2=CCCCC2)C1=O	-8
O=C(c1ccc2c(c1)C(=O)NC2=O)c1ccc2c(c1)C(=O)NC2=O	-2
C[C@H](CO)N1C[C@H](C)[C@@H](CN(C)S(=O)(=O)c2ccc(F)cc2)Oc2ncc(Br)cc2C1=O	-5
CCCCCC(=O)NC1CCCCN(C)C1=O (centres undefined)	-2
C[C@H]1[C@H](c2ccccc2)Oc2cccc(N3CCCC3)c2S(=O)(=O)N1Cc1cccc(F)c1	-4
CCOC(=O)C1(C(=O)OCC)N=C(c2ccccc2)C=C1c1ccccc1	-5
CCc1c(-c2cccc(Br)c2)ncn1CCc1ccccc1OC	-9
c1coc(-c2nc3c4ccccc4ccn3c2Cc2ccsc2)c1	-10
COC(=O)C1=C(C)N(Cc2cccc(C(F)(F)F)c2)C(=NCc2cc(OC)c(OC)c(OC)c2)NC1c1cccc(Cl)c1 (centres undefined)	-5
O=C(N[C@H](Cc1ccccc1)C(=O)N1CCCN(Cc2ccccc2F)CC1)[C@H]1O[C@@H](n2ccc(=O)[nH]c2=O)[C@H](O)[C@@H]1O	-4
COC(=O)c1cc2c(c3c4cc(C)ccc4n(S(=O)(=O)c4cccc(C)c4)c13)C(=O)N(C)C2	-4
C[C@@H]1ON(C)[C@H]2C[C@H]3c4cc(-c5ccccc5)ccc4CCN3C[C@@H]12	-4
CC(C)CC(=O)c1c(O)cc(O)c2c1OC1=C(C(=O)C(C)(C)C(=O)C1(C)C)C2CC(C)C (centres undefined)	-4
C#CCOc1ccccc1C(=O)NNc1ccc([N+](=O)[O-])cc1[N+](=O)[O-]	-12
C[C@H](CO)N1C[C@H](C)[C@H](CN(C)C(=O)Nc2ccc(F)cc2)Oc2ncc(Br)cc2C1=O	-6
CCCCN1CC(N2CCCC2)CS1(=O)=O (centres undefined)	-5
COc1ccccc1Cc1c(C2CCCCC2)nc2c(C)cc(Br)cn12	-7
O=C(Nc1ccccc1)OC[C@@H]1CSCCS(=O)(=O)N1	-5
C[C@H]1CN([C@@H](C)CO)C(=O)CCCn2nncc2CO[C@@H]1CN(C)CC1CC1	-6
COc1ccccc1C(=O)N1CCN(C(=O)[C@@H](Cc2ccccc2)NC(=O)[C@H]2O[C@@H](n3ccc(=O)[nH]c3=O)[C@H](O)[C@@H]2O)CC1	-5
CC1(C)CC(=O)C=C(C#CC2CC2)C1	-5
Cc1[nH]nc2c1C(c1ccc(Br)cc1)N(c1ccccc1)C2=O (centres undefined)	-3
CC[C@H](C)[C@H]1CNC(=O)C(=O)N1CC1CCN(CC(C)C)CC1	-4

Quoted from above for reference:
SMILES	CaV13 FRET inh
Cc1[nH]nc2c1C(c1ccc(Br)cc1)N(c1ccccc1)C2=O (centres undefined)	-3
CC[C@H](C)[C@H]1CNC(=O)C(=O)N1CC1CCN(CC(C)C)CC1	-4

Screens as filed in PubChem.
